High-throughput results: PubChem BioAssay, Southern Research Specialized Biocontainment Screening Center
VEEV TC-83 Vero: inhibitors of VEEV TC-83 cytopathic effect, confirmation, Vero cells (AID 588727). inhibition, % at 20 µM, or IC50 in µM where a hit was titrated. Vero cells, VEEV TC-83 cytopathic effect inhibition; higher % means a stronger effect. hit rate 0.13% among 350,000; in the data active = a potency from the dose series; inconclusive = inhibition mostly from about 14% at the one dose, without a potency; inactive = the rest, 99 in 100 with inhibition below about 12%; also: strong numbers were not always called active
tuberculosis growth: growth inhibition of non-replicating M. tuberculosis (AID 488890) | hit rate 0.39% among 320,000 | inhibition, % at 25 µM, or IC50 in µM where a hit was titrated | Mycobacterium tuberculosis non-replicating, growth inhibition; higher % means a stronger effect; in the data active = a potency from the dose series; inconclusive = inhibition mostly from about 82% at the one dose, without a potency; inactive = the rest, 99 in 100 with inhibition below about 76%;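 also: plate controls were DMSO cells for no effect and high antibiotic wells for full effect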
Salmonella PhoP GFP: PhoP regulon inhibitors, Salmonella typhi PhoP promoter GFP reporter, confirmatory (AID 1850). Salmonella Typhi PhoP-promoter GFP reporter, fluorescence, 4 h; higher % means a stronger effect. inhibition, % at 50 µM; hits with a dose series show IC50 in µM. hit rate 0.33% among 310,000; in the data active = a potency from the dose series; inconclusive = inhibition mostly from about 25% at the one dose, without a potency; inactive = the rest, 99 in 100 with inhibition below about 19%;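 also: 0% = induced wells with vehicle and 100% = uninduced wells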
H37Rv inhibition: M. tuberculosis growth inhibition, HTS (AID 449762); hit rate 0.59% among 330,000; inhibition, % at 25 µM, or IC50 in µM where a hit was titrated; M. tuberculosis H37Rv growth inhibition, 7H9 media; higher % means a stronger effect; in the data active = a potency from the dose series; inconclusive = inhibition above about 70% without an active follow-up result;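 also: bacterial growth assessed after seven days of incubation; strong numbers were not always called active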
influenza NS1A: H1N1 influenza NS1A inhibitors, functional cell based assay (AID 504329); hit rate 0.3% among 340,000; NS1A functional cell-based assay, percent inhibition; higher % means a stronger effect; inhibition, % at 12.5 µM; hits with a dose series show IC50 in µM; in the data active = a potency from the dose series; inconclusive = inhibition above about 27% without an active follow-up result; also: strong numbers were not always called active
VEEV TC-83 Vero 10K pilot screen: further read-out of VEEV TC-83 Vero, marked with its call; inhibition, %; measured here: 10K pilot screen inhibition
Numbers without * were called inactive; i = inactive; ? = inconclusive; · = no result given; & = joins results of further samples. Outcome played no part in choosing rows; overall some 1.6% were active at least once.

SMILES	VEEV TC-83 Vero	tuberculosis growth	Salmonella PhoP GFP	H37Rv inhibition	influenza NS1A	others
COc1ccc(-c2cc(C#N)nc(N3CCN(C)CC3)n2)cc1	3.2%	59%	0%	-1%	1%
O=C(Cn1cncn1)c1ccccc1Br	i	-11%	-1%	0%	-6%
CCc1ccc(/C(C)=N\Nc2ccc([N+](=O)[O-])cc2)cc1	2.0%	39%	-4%	?	4%
CCCN(CCC)S(=O)(=O)c1ccc(C(=O)N2CCOCC2)cc1	0.5%	9%	9%	-8%	-15%
CCN(CC(=O)Nc1ccc2c(c1)OCCO2)C(=O)c1ccc(Cl)cc1Cl	2.6%	-6%	2%	-4%	9%
COc1ccc(OC)c(S(=O)(=O)NCC(=O)NC2CCCCCC2)c1	0.5%	6%	·	-14%	-17%
Nc1nc(C2CCCN2S(=O)(=O)c2ccc(Cl)cc2)cs1 (centres undefined)	3.6%	13%	-1%	10%	-8%
O=C(OCC(=O)N(Cc1ccccc1)Cc1ccccc1)c1cccc(O)c1	1.6%	9%	·	5%	-4%
O=C(NCCc1c[nH]c2ccccc12)c1cc([N+](=O)[O-])cc([N+](=O)[O-])c1	i	?	-15%	?	-3%
Cn1cnnc1SCC(=O)Nc1ccccc1Sc1ccccc1	1.2%	3%	-1%	-5%	6%
Cc1[nH]n(-c2ccccc2)c(=O)c1/C=N/N1C(=O)c2ccc3c4c(ccc(c24)C1=O)CC3	11%	?	-10%	62%	-5%
CCCc1cc(=O)oc2c(C)c(OCC(=O)NC3CCN(Cc4ccccc4)CC3)ccc12	2.7%	34%	-7%	6%	3%
Cc1cccn2c(=O)c(/C=C3\SC(=S)NC3=O)c(NCCCN3CCOCC3)nc12	1.5%	-4%	-5%	3%	15%
Cc1ccccc1OCCn1c(S(=O)(=O)O)nc2c(N)ncnc21	0.3%	5%	0%	-2%	-24%
Cc1cccn2c(=O)c3cc(C#N)c(=N)n(Cc4ccncc4)c3nc12	·	2%	-7%	-1%	·
CN(c1ccccc1)S(=O)(=O)c1cccc(C(=O)Nc2nccs2)c1	4.6%	12%	-1%	-5%	8%
CCN(CC(=O)Nc1c(Cl)cccc1Cl)C(=O)C1CCN(c2ncnc3sc(C)c(C)c23)CC1	12%	·	·	·	-3%
Cc1cccc(NC(NC(=O)c2ccccn2)C(Cl)(Cl)Cl)c1 (centres undefined)	i	9%	-11%	8%	-2%	VEEV TC-83 Vero 10K pilot screen=1.9
Cc1ccc(S(=O)(=O)NC(=O)COc2ccccc2C)cc1	0.8%	7%	7%	-3%	0%
CCOC(=O)c1c(C(=O)OCC)c(C)n(Cc2cc(OC)c(OC)c(OC)c2)c1C	i	-12%	-2%	-5%	6%
CCS(=O)(=O)N1CCN=C1SCc1cccc(F)c1	3.8%	2%	7%	6%	4%
CC[N+](C)(C)CCN(Cc1ccc(Cl)cc1)c1ccccn1	1.4%	3%	1%	6%	-2%
CCOc1ccc(NC(=O)Cn2c(=O)n(CC3CCCO3)c(=O)c3ccccc32)cc1 (centres undefined)	0.5%	0%	-19%	-6%	-4%
Cc1ccc(S(=O)(=O)N2CCOCC2)cc1NC(=O)CNC1CCCC1	0.1%	-5%	21%	2%	-16%
O=C(O)CC1S/C(=N/N=C/c2ccccn2)NC1=O (centres undefined)	0.1%	-9%	6%	-2%	-10%
(continued)
SMILES	VEEV TC-83 Vero	tuberculosis growth	Salmonella PhoP GFP	H37Rv inhibition	influenza NS1A	others
Cc1cc(C)nc(NS(=O)(=O)c2ccc(N=NN(C)C)cc2)n1	1.1%	-2%	-9%	5%	18%
CC(=O)OCC1=C(C(=O)O)N2C(=O)C(NC(=O)C(C)Cn3cc(Cl)cn3)C2SC1 (centres undefined)	0.4%	-3%	-1%	-1%	3%
Cc1ccccc1OCC(=O)NCCCNC(=O)c1ccccn1	2.2%	0%	5%	2%	10%
O=C(C(=O)N1CCN(c2ccc(F)cc2)CC1)N1CCCCC1	0.7%	-10%	10%	-7%	-3%
CC1=C(/C=C/C(C)=C/C=C/C(C)=C/C(=O)Nc2ccc(O)cc2)C(C)(C)CCC1	8.2%	21%	·	42µM*	7%&-4%
COCCn1c(-c2ccc(OC(F)(F)C(F)C(F)(F)F)cc2)nc2c1c(=O)[nH]c(=O)n2CC(C)C (centres undefined)	4.0%	30%	4%	95%	0%
O=C(Nc1ccc(F)cc1)Nc1ccccc1NS(=O)(=O)c1cccs1	4.4%	29%	-2%	5%	-2%
CCC(CO)Oc1cc(NC(=O)c2ccc(N)cc2)c2ncn(C(C)C)c2c1 (centres undefined)	8.5%	10%	·	5%	-8%
Cc1cc(C)c(NC(=O)CNC(=O)c2ccc(-n3cncn3)c([N+](=O)[O-])c2)c(C)c1	0.6%	-1%	8%	-13%	3%
COC(=O)[C@@]12CCCN1[C@H](c1ccc(-c3ccc(F)cc3)cc1)[C@H]1C(=O)N(C)C(=O)[C@H]12	0.1%	-5%	5%	-3%	-3%
COc1ccccc1CN1C(=O)C2CC=CCC2C1=O (centres undefined)	1.2%	-6%	1%	-1%	-5%
Cc1ccc(S(=O)(=O)NCCC(=O)Nc2nnc(C3CC3)s2)cc1C	3.6%	13%	3%	-2%	-1%
Cc1ccc(SCC(=O)Nc2ccc3c(c2)C(=O)N(C)C3=O)cc1	1.3%	53%	-4%	7%	-2%
CC(OC(=O)/C=C/c1ccco1)C(=O)Nc1cccc([N+](=O)[O-])c1 (centres undefined)	1.3%	-11%	12%	3%	-3%
COc1ccc(NC(=O)c2ccc(S(=O)(=O)N(C)C)cc2)cc1OC	1.0%	6%	-5%	5%	-2%
CCCNC(=O)COC(=O)c1ccc(Cl)c(S(=O)(=O)N2CCCC2)c1	i	-11%	0%	-1%	20%
Cc1ccc(C(=O)Nc2ccccc2OC(F)F)cc1	1.3%	59%	1%	-2%	0%
Cc1ccc(C)n1-c1cccc(C(=O)Nc2ccccc2)c1	i	47%	-4%	-1%	1%
CC1CCCCC1NC(=O)CN1CCC(NC(=O)c2ccc([N+](=O)[O-])cc2)CC1 (centres undefined)	0.4%	-4%	-12%	0%	-5%
CCN(CC(=O)Nc1ccccc1C(F)(F)F)C(=O)c1ccc2[nH]c3c(c2c1)CC(C)CC3 (centres undefined)	8.8%	31%	-9%	19%	4%
C=CCSc1nn2c(=O)c3ccccc3nc2s1	2.3%	?	7%	66%	1%
COc1ccc(Cn2c(CCC(=O)Nc3ccc(CC#N)cc3)nc3cccnc32)cc1	i	·	8%	·	3%	VEEV TC-83 Vero 10K pilot screen=1.1
COc1ccc(NC(=S)Nc2ccc(S(N)(=O)=O)cc2)c(C)c1	0.1%	1%	8%	-6%	-2%
CC(=O)NC(=S)NNC(=O)COc1ccc([N+](=O)[O-])cc1	0.4%	-7%	-5%	-7%	-3%
O=C1CC(NNc2nc3ccccc3s2)C(=O)N1c1ccccc1 (centres undefined)	2.1%	-5%	-2%	5%	3%

Brought forward from above: 2 compounds, then new ones.
SMILES	VEEV TC-83 Vero	tuberculosis growth	Salmonella PhoP GFP	H37Rv inhibition	influenza NS1A	others
CC(=O)NC(=S)NNC(=O)COc1ccc([N+](=O)[O-])cc1	0.4%	-7%	-5%	-7%	-3%
O=C1CC(NNc2nc3ccccc3s2)C(=O)N1c1ccccc1 (centres undefined)	2.1%	-5%	-2%	5%	3%
CCN(CC)CC#CCOC(=O)C(O)(c1ccccc1)C1CCCCC1 (centres undefined)	1.6%	17%	0%&-8%	-3%	5%
COc1ccc(-c2csc(N3CCN(c4cc(C)nc5ccccc45)CC3)n2)cc1OC	7.9%	?	9%	?	1%
C=CCN1C(=O)C(CC(=O)Nc2ccc(C)cc2)SC1=Nc1c(C)n(C)n(-c2ccccc2)c1=O (centres undefined)	1.2%	6%	-2%	2%	12%
Cc1cc(C)n(CCOC(=O)C2C(C=C(Cl)Cl)C2(C)C)n1 (centres undefined)	1.6%	38%	-1%	6%	-3%
COc1ccc(Cn2c(O)c(/C=N/NC(=O)c3cccnc3)c3ccccc3c2=O)cc1	1.2%	·	·	·	-8%
Cc1onc(-c2ccccc2Cl)c1C(=O)Nc1nnc(-c2ccc(Br)cc2)s1	5.1%	43%	-9%	-7%	-1%
COc1ccc2cc(/C(C)=N/NC(=O)C3CC3)ccc2c1	1.5%	35%	12%	-1%	-3%
CC(C)Cc1csc(NC(=O)c2ccc(Br)cc2)c1C(=O)O	i	?	-14%	6%	-12%
O=C(CSc1nc2c(c(=O)[nH]1)CCC2)Nc1ccccc1Cl	1.6%	13%	2%	-2%	-6%
CN(C)S(=O)(=O)c1ccc(C(=O)Nc2cccc(C(=O)O)c2)cc1	0.2%	-5%	-2%	-1%	-1%
COC(=O)c1cccc(NC(=O)CSc2nc(O)c(-c3ccccc3)c(=O)[nH]2)c1	0.1%	10%	-15%	?	5%
O=C(COc1cccnc1[N+](=O)[O-])Nc1ccc(F)cc1	2.5%	-5%	·	0%	2%
CC(=O)Nc1ccc(NC(=S)NC(=O)/C=C/c2ccccc2)cc1	0.5%	0%	-6%	-3%	3%
Cc1ccc(SC[C@H](Cc2ccccc2)N2CCN(C)CCC2=O)cc1	0.1%	·	·	·	-1%
Cc1cc(C)nc(SCc2csc(-c3ccccc3)n2)n1	1.8%	56%	-5%	-3%	0%
S=C(NCc1ccccc1)Nc1cccc(Cl)c1	i	?	-4%	-5%	-4%
O=C(CSc1ncccn1)NCc1ccc2c(c1)OCO2	0.1%	-15%	-3%	-4%	6%
S=c1[nH]nc(Cn2cnc3ccccc32)n1-c1ccccc1	i	14%	8%	-10%	-11%
O=[N+]([O-])c1cc(-n2cnnn2)ccc1N1CCC(Cc2ccccc2)CC1	i	74%	0%	13%	-10%
COc1ccc(OC)c(CCNC(=O)CN2C(=O)CCSc3ccccc32)c1	0.2%	3%	3%	6%	-4%
O=C1CCC(C(=O)N2CCc3ccccc3C2)CN1CCCN1CCOCC1 (centres undefined)	i	5%	-10%	-6%	1%
Nc1cc(N)nc(SCC(=O)NCC(=O)Nc2ccc(F)c(F)c2F)n1	0.9%	-16%	·	2%	-26%
Cc1ccc(CNc2ccc3nnc(-c4ccccc4)n3n2)cc1	0.5%	·	-13%	-2%	-14%
Cc1nnc(SCC(=O)Nc2nsc(-c3ccc(C(C)(C)C)cc3)n2)s1	0.9%	60%	3%	5%	13%
Cc1nc(SCC(=O)Nc2ccccn2)n[nH]1	0.6%	-9%	4%	-2%	-8%

Compounds above with a thiophene ring, fused or not:
SMILES	VEEV TC-83 Vero	tuberculosis growth	Salmonella PhoP GFP	H37Rv inhibition	influenza NS1A	others
CCN(CC(=O)Nc1c(Cl)cccc1Cl)C(=O)C1CCN(c2ncnc3sc(C)c(C)c23)CC1	12%	·	·	·	-3%
O=C(Nc1ccc(F)cc1)Nc1ccccc1NS(=O)(=O)c1cccs1	4.4%	29%	-2%	5%	-2%
CC(C)Cc1csc(NC(=O)c2ccc(Br)cc2)c1C(=O)O	i	?	-14%	6%	-12%

Other entries
SMILES	VEEV TC-83 Vero	tuberculosis growth	Salmonella PhoP GFP	H37Rv inhibition	influenza NS1A	others
CC(=O)NC(CCS(C)(=O)=O)C(=O)Nc1ccccc1 (centres undefined)	1.2%	-11%	-6%	-10%	-2%
COc1cccc(OCCn2cc(C(C)=O)c3ccccc32)c1	i	68%	14%	6%	5%
COc1cc2nc(/C=C/c3cc(OC)c(OC)c(OC)c3)sc2cc1SC	8.2%	25%	-3%	50%	-4%
Cc1ccc(N2C(=O)NC(=O)/C(=C/c3ccc(OC(=O)c4cccs4)cc3)C2=O)cc1	0.4%	?	-2%	?	-3%	VEEV TC-83 Vero 10K pilot screen=0.3
O=C(CNC(=O)c1ccccc1F)N/N=C/c1cccnc1	2.8%	-3%	1%	11%	3%
Cc1cccc(C)c1NC(=O)C1(N2C(=O)CC2c2ccccc2)CCCCC1 (centres undefined)	i	0%	-9%	-1%	5%	VEEV TC-83 Vero 10K pilot screen=0.6
CCOC(=O)c1n[nH]n(-c2cc(Cl)cc(Cl)c2)c1=O	2.6%	25%	-31%	9%	1%
COc1ccc(N2C(=O)CC(Sc3nc(C)cc(C)n3)C2=O)cc1OC (centres undefined)	0.1%	-20%	-2%	7%	2%
COc1ccc(CNC(=O)Cn2nc(C(F)(F)F)cc2C)cc1	i	0%	-6%	4%	4%
CN(C(=O)COC(=O)c1nc(Cl)ccc1Cl)c1ccccc1	i	-8%	-9%	-13%	-3%
COc1cccc(OCC(=O)NNC(=O)c2cnccn2)c1	0.2%	32%	0%	-6%	2%
Cc1cc(=O)oc2cc(NC(=O)c3ccccc3Cl)ccc12	1.2%	-1%	-22%	44%	-2%
